Source: PubChem (The Scripps Research Institute Molecular Screening Center)
CHRM4 PAM: positive allosteric modulators of human muscarinic M4 receptor. P08173. CHO-K1 hM4/Gqi5, Fluo-8 calcium fluorescence, ACh EC20; 0% = ACh EC20, 100% = maximal ACh. activation, % at 3 µM. hit rate 0.4% among 360,000;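 active = activation above its plate's cutoff, the mean activation of sample wells plus 3 SD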; also: some results filed as inactive read as strong as hits
Target sequence (P08173 whole entry, looked up): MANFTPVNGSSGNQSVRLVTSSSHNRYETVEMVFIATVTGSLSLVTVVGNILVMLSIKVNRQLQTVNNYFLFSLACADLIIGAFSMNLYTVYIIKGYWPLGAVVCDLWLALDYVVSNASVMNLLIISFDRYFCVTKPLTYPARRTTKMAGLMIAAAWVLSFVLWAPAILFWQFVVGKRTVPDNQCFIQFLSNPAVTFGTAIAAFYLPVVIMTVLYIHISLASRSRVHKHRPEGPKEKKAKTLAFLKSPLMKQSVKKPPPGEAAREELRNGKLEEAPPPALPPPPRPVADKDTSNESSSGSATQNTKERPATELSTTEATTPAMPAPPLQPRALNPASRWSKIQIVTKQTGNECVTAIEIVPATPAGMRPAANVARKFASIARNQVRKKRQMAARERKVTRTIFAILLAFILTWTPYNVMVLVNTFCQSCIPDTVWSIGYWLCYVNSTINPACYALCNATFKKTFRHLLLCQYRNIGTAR
M4 antag: blocks acetylcholine activation of human M4 receptor; P08173; AID 624125; inhibition, % at 3 µM; hit rate 0.73% among 360,000; CHO-hM4 cells, ACh EC80, Fluo-8 calcium fluorescence;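 active = inhibition above its plate's cutoff, the mean inhibition of sample wells plus 3 SD, cut at about 27% in these data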;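 also: 0% = acetylcholine EC80 with DMSO and 100% = DMSO without agonist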
M5 ag: agonists of human muscarinic M5 receptor (CHRM5); hit rate 0.19% among 360,000; activation, % at 3 µM; CHO-K1 hM5 cells, Fluo-8 calcium fluorescence; 0% DMSO wells, 100% maximal acetylcholine response;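 active = activation above the run's mean over test compounds plus 3 SD, cut at about 23% in these data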;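 also: signal is peak over basal fluorescence ratio across the kinetic read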
Target sequence (P08912 whole entry, looked up): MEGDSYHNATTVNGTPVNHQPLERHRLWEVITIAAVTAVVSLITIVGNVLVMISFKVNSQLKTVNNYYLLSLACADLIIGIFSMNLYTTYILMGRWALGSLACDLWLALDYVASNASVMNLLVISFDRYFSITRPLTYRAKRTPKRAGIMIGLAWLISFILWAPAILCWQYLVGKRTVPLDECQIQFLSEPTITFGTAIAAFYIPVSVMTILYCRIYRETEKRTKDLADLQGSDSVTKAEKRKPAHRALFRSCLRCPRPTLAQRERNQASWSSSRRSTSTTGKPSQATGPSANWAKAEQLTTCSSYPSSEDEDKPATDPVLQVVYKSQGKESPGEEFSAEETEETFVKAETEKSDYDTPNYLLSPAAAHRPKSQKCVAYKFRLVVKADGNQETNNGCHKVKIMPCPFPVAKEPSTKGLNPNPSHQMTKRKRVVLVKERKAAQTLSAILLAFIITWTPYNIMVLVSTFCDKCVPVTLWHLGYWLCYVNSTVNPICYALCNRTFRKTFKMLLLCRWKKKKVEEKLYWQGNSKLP
CHO-K1 Ca PAM: nonselective activator or artifact in parental CHO-K1 calcium assay | hit rate 0.02% among 360,000 | ATP EC20, Fluo-8 calcium fluorescence; 0% at ATP EC20, 100% at ATP max | activation, % at 3 µM | AID 602247;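 active = activation above the run cutoff, the mean activation of all test compounds plus 3 SD, cut at about 40% in these data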;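 also: peak over basal fluorescence ratio in a 140 s read after ATP addition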
CHO-K1 Ca ag: nonselective activator or artifact in parental CHO-K1 cells | Fluo-8 calcium fluorescence; scaled to maximal ATP response, vehicle zero | activation, % at 3 µM | hit rate 0.48% among 360,000; in the data active = activation above about 15%;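 also: untransfected CHO-K1 host cells lacking M1 receptor as counterscreen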
CHRM4 agonist: CHRM4 agonism in calcium assay | P08173 | CHO-K1 hM4/Gqi5, Fluo-8 calcium fluorescence; vehicle 0%, full acetylcholine response 100% | activation, % at 3 µM | hit rate 0.14% among 360,000;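 active = activation above the run mean over all test wells plus 3 SD, cut at about 32% in these data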;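 also: peak over basal fluorescence ratio per well then scaled between controls; 0% = DMSO wells and 100% = acetylcholine at EC100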
M5 antag: antagonists of human muscarinic M5 receptor (CHRM5); P08912; CHO-hM5 cells, Fluo-8 calcium fluorescence, ACh EC80; inhibition, % at 3 µM; hit rate 0.59% among 360,000; AID 624040;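 active = inhibition above a per-plate cutoff, the mean of that plate's test compounds plus 3 SD, cut at about 27% in these data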;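 also: 0% = acetylcholine EC80 with DMSO and 100% = DMSO without agonist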
CHO-K1 Ca antag: counter-screen for M1 antagonists: effect in parental CHO-K1 cells; ATP-induced calcium, Fluo-8 fluorescence; inhibition, % at 3 µM; hit rate 0.6% among 360,000;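 active = inhibition above a per-plate cutoff, the plate's mean sample inhibition plus 3 SD, cut at about 24% in these data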;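 also: 0% = DMSO plus EC80 ATP and 100% = DMSO alone without ATP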
M5 PAM: CHRM5 positive allosteric modulation; P08912; CHO-K1 hM5, Fluo-8 calcium, ACh EC20 PAM; 0% = ACh EC20, 100% = ACh EC100; activation, % at 3 µM; hit rate 0.3% among 360,000; AID 624038;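 active = activation above the run cutoff, the mean activation of all test compounds plus 3 SD, cut at about 18% in these data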
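System: CHO-K1 cell line with stable human muscarinic M5 receptor expression | Also added: EC20 acetylcholine as agonist stimulus | Compound: One concentration, 3 µM final (nominal) | Timing: Fluo-8 loading 80 min at 37 °C plus 30 min room temperature | Measured by: Fluo-8 calcium dye fluorescence, kinetic read | Read-out basis: % activation, ACh-normalized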
* hit, by the source's call.

SMILES	CHRM4 PAM	M4 antag	M5 ag	CHO-K1 Ca PAM	CHO-K1 Ca ag	CHRM4 agonist	M5 antag	CHO-K1 Ca antag	M5 PAM
Cc1cc(C)cc(Nc2ccc([N+](=O)[O-])nc2[N+](=O)[O-])c1	-2.4	4.8	0.9	11.4	6.8	0.6	0.8	-1.2	-3.3
O=C(NCCc1c[nH]c2ccccc12)C1CCN(S(=O)(=O)c2ccccc2)CC1	4.6	-2.5	-0.2	11.4	2.2	5.2	2.1	-21.1	-4.6
Cc1ccc(Cn2nc(C)cc2C(=O)Nc2ccccc2Cl)cc1	-0.2	-12.4	1.6	-3.4	1.8	3.6	-2.2	-11.2	-1.4
Cc1ccsc1C(=O)OCC(=O)NC1CCCCC1C (configuration not stated)	1.1	3.1	2.1	11.9	0.9	-0.1	-4.2	-4.0	4.3
Cn1ncc([N+](=O)[O-])c1C(=O)Nc1ccc(C2CCCCC2)cc1	-14.3	14.2	-9.0	-7.2	-0.9	-0.8	2.8	18.1	-8.1
CCCNC(=O)CNC(=O)c1ccc(C#N)cc1	19.4	-12.9	5.2	-20.8	0.1	0.6	-0.8	-3.3	7.8
CC1CCN(CCCCOc2ccc(Cl)cc2)CC1	-16.3	23.9	-5.7	4.9	7.3	2.4	7.6	-7.4	-8.8
CCOc1ccc(NC(=O)c2ccco2)cc1S(=O)(=O)N1CCCC1	3.6	-2.7	0.1	2.0	0.9	0.1	5.8	-5.9	-1.5
Cc1[nH]c2ccccc2c1C(=O)CN1CC(C)CC(C)C1 (configuration not stated)	0.8	5.6	-2.2	-6.4	0.3	-0.2	-1.9	0.1	1.3
COC(=O)c1ccc(/C=N/NC(=S)NC(C)C)cc1	-0.8	5.2	1.2	-10.9	1.8	1.1	11.3	-5.6	-6.7
Cc1cc(C(=O)N2CCN(c3ccc([N+](=O)[O-])cc3)CC2)c(C)o1	-1.7	-8.1	1.9	-19.4	2.6	5.6	8.9	0.7	-12.8
Cc1cccc2cc(C(c3nnnn3CC3CCCO3)N3CCCc4ccccc43)c(=O)[nH]c12 (configuration not stated)	2.9	2.5	0.3	6.5	0.2	0.2	-2.1	-8.1	3.1
O=C(N/N=C/c1cccc(OC(=O)c2ccccc2Cl)c1)c1cccnc1	-3.4	-3.6	-2.2	-3.2	4.0	15.3	-2.5	8.1	-3.4
CCN1CCN(c2nc3c(c(=O)n(C)c(=O)n3C)n2Cc2cccc3ccccc23)CC1	-4.2	14.6	-5.2	-7.2	4.0	-1.1	2.4	-8.7	0.0
CCN(CC)C(=O)C1=C(C)N(CCCOC)C(=O)C(CC(=O)NC(c2ccccc2)c2ccccc2)C1 (configuration not stated)	1.9	3.6	1.8	-1.9	0.1	1.4	-7.0	12.3	-3.1
Cc1nn(CCCC(=O)NCCc2ccccc2)c(C)c1[N+](=O)[O-]	2.2	3.3	-2.7	23.0	0.6	1.4	2.4	-13.3	0.5
Cc1ccc(S[C@@H](CCN2CC[C@H](O)CCC2=O)c2ccccc2)cc1	6.8	-2.2	-0.5	19.9	1.3	1.5	2.4	-7.3	2.7
CC(C)Nc1nc(NC(C)C)nc(Nn2cnnc2)n1	-3.4	4.1	-3.7	12.2	-0.5	0.3	6.5	6.0	-1.4
Cc1ccc(CCNS(=O)(=O)c2cnc[nH]2)cc1	-3.1	2.8	-3.2	11.1	0.4	0.2	-2.9	-6.8	-0.6
CCN1C(=O)c2cccc3c(NC(=O)c4ccc5c(c4)OCCO5)ccc1c23	14.8	-11.1	1.7	30.2	0.4	3.1	-2.9	-9.3	0.8
O=C(Nc1sc2c(c1C(=O)c1ccccc1)CCCC2)c1cccnc1	-3.6	0.8	1.9	15.7	1.0	1.6	-1.5	-11.3	-3.9
CCSc1n[nH]c2nc3c(c(=O)n12)C1(CCCCC1)Cc1ccccc1-3	13.6	-0.1	4.8	20.3	0.4	0.1	1.8	-15.6	5.9
CCOc1cc(C(=O)N2CCC(CC3CC(c4ccc(Cl)cc4)=NO3)(C(=O)NCC3CCCCC3)CC2)cc(OCC)c1OCC (configuration not stated)	2.8	-5.8	-4.6	16.6	0.3	-1.4	12.7	-17.3	-3.8
CSCCC(NC(=O)c1cccc([N+](=O)[O-])c1)c1nc2ccccc2[nH]1 (configuration not stated)	10.2	-13.7	1.1	12.1	1.3	3.2	0.9	4.0	-8.5
NC1=NC2(CCC(c3ccccc3)CC2)n2c(nc3ccccc32)N1 (configuration not stated)	0.2	-0.5	-6.3	16.1	-0.4	-0.6	-1.3	8.0	4.5
COc1cc(NC(=S)N2CCN(Cc3ccccc3)CC2)cc(OC)c1	9.2	-11.4	-2.6	24.7	0.9	2.2	4.8	-10.9	-2.9
CCc1nc(NCCC(C)C)c2nnn(Cc3ccccc3)c2n1	-4.0	9.9	-7.7	-5.3	0.5	-0.7	26.0	-2.5	-3.1
N#Cc1ccccc1NC(=O)COC(=O)CSc1nc2ccccc2o1	-4.6	5.6	-1.4	-3.1	0.3	0.4	-8.7	0.7	-4.4
CCOC(=O)c1ccc(N2C(=O)C3CC=C(C)CC3C2=O)cc1 (configuration not stated)	14.4	-12.4	-2.9	13.2	1.0	2.1	-7.0	-1.5	9.3
FC(F)(F)c1ccc(/C=N/NC(=S)NC2CCCCC2)cc1	1.0	-2.1	-1.1	-6.5	2.1	-0.3	1.3	-16.4	5.0
CCCCOc1ccc(-c2nnn(CCC(=O)N3CCOCC3)n2)cc1	0.3	4.3	2.6	-6.0	7.0	11.7	-6.2	-4.8	3.0
Cc1cccc(NC(=O)C2CCN(C(=O)c3ccco3)CC2)c1C	-5.1	7.0	-4.1	17.3	0.7	-0.2	2.5	-10.1	7.1
CC(=O)N1c2ccccc2NC2=C(C(=O)CCC2)C1c1ccco1 (configuration not stated)	18.6	-9.2	7.8	-2.8	-0.3	0.8	10.8	-0.4	20.9*
CCN1C(=O)c2ccc(-c3nc4ccccc4c(=O)o3)cc2C1=O	3.0	-7.5	-0.4	18.8	0.3	-0.9	-3.3	-9.3	2.4
O=S(=O)(c1ccc(Cl)cc1)N1CCCC(c2nc(-c3ccc(F)cc3)no2)C1 (configuration not stated)	3.1	-6.2	-2.8	-0.1	0.3	1.0	14.9	-13.2	-12.4
CC(Sc1ncn[nH]1)C(=O)Nc1ccc(Cl)cn1 (configuration not stated)	11.3	-6.3	0.5	12.3	0.3	-0.2	-2.2	-16.9	1.2
CCOC(=O)c1[nH]c2ccc(OC)cc2c1NC(=O)CN1CCc2ccccc2C1	-12.2	5.9	-3.9	4.1	3.7	13.6	8.2	17.2	-51.5
CCOCCCNC(=O)c1ccc(OC)c(OC2CCN(C(C)C)CC2)c1	1.1	7.8	-5.2	20.4	0.8	0.5	-5.3	-9.2	0.5
COc1ccc(C(c2sc3nc(C)nn3c2O)N2CCN(CCO)CC2)cc1OC (configuration not stated)	1.7	-22.1	-0.5	15.4	0.3	1.3	-1.8	-9.0	-1.6
CCOc1ccccc1C(=O)NCC(=O)N(C)Cc1cccnc1	2.8	-12.6	0.1	1.6	-0.4	0.8	13.1	-1.2	11.0
COC(=O)c1c(NC(=O)CCS(=O)(=O)c2ccccc2)sc2c1CCN(C)C2	-1.6	6.7	-2.9	-14.8	0.3	0.8	-3.7	-2.7	1.0
O=C(c1ccco1)N1CCN(c2ccc(N3CCCCC3)nn2)CC1	-6.4	-11.4	-8.2	4.3	-0.5	0.6	-4.1	-9.4	-1.8
Cc1ccc(NC(=O)CNc2ccccc2N2CCCC2=O)cc1S(=O)(=O)N1CCOCC1	6.6	8.8	-3.6	-4.2	0.1	0.4	-1.6	2.0	6.8
Oc1cccnc1SCc1ccccc1	4.3	5.6	1.5	15.5	2.1	2.1	2.4	-20.0	7.5
Cc1cc2occ(CC(=O)Nc3nccs3)c2cc1C(C)C	11.9	-1.2	1.0	7.4	0.5	0.3	2.9	-8.3	-1.7
O=C(COC(=O)c1cc(S(=O)(=O)N2CCOCC2)ccc1Cl)NC1CCCCC1	3.9	-3.0	1.6	3.4	2.2	3.9	6.4	-2.4	2.4
COc1ccc(N2CCN(S(=O)(=O)c3cn(C)c(=O)n(C)c3=O)CC2)cc1	9.7	-18.4	-3.5	15.5	0.1	0.8	-0.9	-7.2	3.7
Nc1[nH]c(C(=O)c2ccccc2)c(-c2ccccc2Br)c1C(=O)NCCc1ccc(Cl)cc1Cl	1.5	1.0	3.4	-5.5	-1.0	-0.3	16.0	5.9	11.3
Cc1cc(C)nc(N2CCN(c3ccc(F)cc3)CC2)n1	6.5	7.9	1.4	12.3	0.1	-0.8	5.1	-1.8	1.1
COc1ccc(S(=O)(=O)N2CCc3ccccc32)cc1NC(C)=O	-4.8	3.4	-0.8	4.5	0.6	0.8	3.6	3.4	-2.6
O=c1[nH]c(=O)n(C2C[C@H](O)[C@@H](CO)O2)cc1C(F)(F)F (some centres not stated)	4.3	-9.1	-0.3	-3.0	0.2	-0.1	-14.7	-0.2	14.6
O=C(COc1cccc(C(F)(F)F)c1)Nc1ccc2[nH]ncc2c1	-4.0	-11.3	-3.1	10.0	1.0	5.0	0.6	-3.8	-13.6
Cc1cccc(NC(=S)NCc2ccc3c(c2)OCO3)c1C	-8.1	11.3	-2.5	-6.2	-0.1	0.3	-4.0	8.5	2.5
COc1ccc(F)c(CN2CCN(CCc3ccccc3)C(CCO)C2)c1 (configuration not stated)	-1.1	10.7	-8.6	7.6	0.4	1.4	1.7	-4.9	13.7
O=C(Cc1c(F)cccc1Cl)Nc1ccncc1	11.2	-9.3	2.0	-8.1	3.0	4.0	5.2	5.1	-6.6
Cc1ccc(CNC(=O)CSc2nc3ccccc3c(=O)n2CC2CCCO2)cc1 (configuration not stated)	0.2	7.9	-1.9	8.3	-0.2	-0.1	3.6	8.8	5.9
Cc1ccc(S(=O)(=O)NC2=NCN(CC(=O)O)CN2)cc1	-0.3	8.7	-1.3	13.1	0.8	2.6	11.3	-14.2	0.7

Quoted from the results shown, 2 compounds:
SMILES	CHRM4 PAM	M4 antag	M5 ag	CHO-K1 Ca PAM	CHO-K1 Ca ag	CHRM4 agonist	M5 antag	CHO-K1 Ca antag	M5 PAM
COC(=O)c1c(NC(=O)CCS(=O)(=O)c2ccccc2)sc2c1CCN(C)C2	-1.6	6.7	-2.9	-14.8	0.3	0.8	-3.7	-2.7	1.0
O=C(c1ccco1)N1CCN(c2ccc(N3CCCCC3)nn2)CC1	-6.4	-11.4	-8.2	4.3	-0.5	0.6	-4.1	-9.4	-1.8

Compound profiles (already shown). Order of values: CHRM4 PAM | M4 antag | M5 ag | CHO-K1 Ca PAM | CHO-K1 Ca ag | CHRM4 agonist | M5 antag | CHO-K1 Ca antag | M5 PAM
O=C(COC(=O)c1cc(S(=O)(=O)N2CCOCC2)ccc1Cl)NC1CCCCC1 in the list: 3.9 | -3.0 | 1.6 | 3.4 | 2.2 | 3.9 | 6.4 | -2.4 | 2.4
COc1ccc(F)c(CN2CCN(CCc3ccccc3)C(CCO)C2)c1 (configuration not stated) in the list: -1.1 | 10.7 | -8.6 | 7.6 | 0.4 | 1.4 | 1.7 | -4.9 | 13.7
Oc1cccnc1SCc1ccccc1 in the list: 4.3 | 5.6 | 1.5 | 15.5 | 2.1 | 2.1 | 2.4 | -20.0 | 7.5
COc1ccc(N2CCN(S(=O)(=O)c3cn(C)c(=O)n(C)c3=O)CC2)cc1 in the list: 9.7 | -18.4 | -3.5 | 15.5 | 0.1 | 0.8 | -0.9 | -7.2 | 3.7
